Screens deposited in PubChem BioAssay by several laboratories.
TNAP act hiacc: increases human TNAP activity under high phosphate acceptor concentration | 200,000 tested, under 10 active | activation factor at 20 µM | P05186 | AID 1136 | purified TNAP, CDP-star luminescence, 1 M DEA, 30 min; stronger effect = higher value; 0 = EDTA background, 1 = DMSO-only activity;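 active = activation factor at least 2 at 20 µM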
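Measured by: Luminescent substrate turnover signal | Test system: Human TNAP | Input: TNAP 1/800 final | Dosing: 20 µM single point | Schedule: 30 min, room temperature | Controls: EDTA wells as negative control, DMSO wells as positive control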
PMI act: increases human mannose-6-phosphate isomerase activity; activation factor at 20 µM; purified human PMI, coupled resazurin fluorescence, 20 min; stronger effect = higher value; 1 = vehicle control, 0 substrate-free wells; 190,000 compounds, 0.005% hits; AID 1214;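 active = activation factor of 2 or more at 20 µM, relative to plate controls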
Target sequence (P34949 whole entry, looked up): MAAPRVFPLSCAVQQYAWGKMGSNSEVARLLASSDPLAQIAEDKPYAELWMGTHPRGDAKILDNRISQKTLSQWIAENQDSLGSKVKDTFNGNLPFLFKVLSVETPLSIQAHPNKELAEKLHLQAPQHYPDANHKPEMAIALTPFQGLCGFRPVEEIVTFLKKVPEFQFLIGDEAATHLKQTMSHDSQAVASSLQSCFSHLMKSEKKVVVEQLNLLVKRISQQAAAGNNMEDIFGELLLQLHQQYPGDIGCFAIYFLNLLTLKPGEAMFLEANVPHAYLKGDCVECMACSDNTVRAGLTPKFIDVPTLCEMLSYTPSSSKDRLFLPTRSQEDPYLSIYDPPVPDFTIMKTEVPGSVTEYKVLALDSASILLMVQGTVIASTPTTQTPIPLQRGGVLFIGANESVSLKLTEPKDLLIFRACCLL
bIAP act: intestinal alkaline phosphatase (bovine) activation; purified bovine IAP, CDP-star luminescence, 30 min; stronger effect = higher value; fold of DMSO-control signal, blank-subtracted; activation factor at 20 µM; 200,000 compounds, 0.17% hits;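 active = activation factor of 2 or more at 20 µM, a signal rise over negative controls twice the positive control's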
APP 5'UTR act: activates APP 5'UTR luciferase reporter; SH-SY5Y APP 5'UTR luciferase reporter, luminescence; zero percent = DMSO vehicle wells; activation, % at 2 µM; 190,000 compounds, 1% hits; AID 1276;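 active = activation above a set limit, based on mean plus 3 SD of controls, cut at about 140% in these data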; also: values of inactives mirror those of a sister screen read the other way
TNAP inh hiacc: blocks human TNAP under high phosphate acceptor concentration; AID 1135; inhibition, % at 20 µM; 200,000 compounds, 0.03% hits; P05186; purified TNAP, CDP-star luminescence, 1 M DEA;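 active = over 50% inhibition of tissue-nonspecific alkaline phosphatase at 20 µM in the single-dose screen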;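 also: plate controls were DMSO wells for no effect and EDTA-quenched wells as full inhibition for full effect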
TNAP inh noacc: inhibitors of human TNAP without phosphate acceptor | purified TNAP, CDP-star luminescence, 30 min | AID 1012 | 200,000 compounds, 0.26% hits | inhibition, % at 20 µM | P05186;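 active = tissue-nonspecific alkaline phosphatase inhibition above about 50% at 20 µM in the single-dose screen, limit read from the data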;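 also: 0% = DMSO negative control and 100% = EDTA positive control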
FLuc stim CS: firefly luciferase counter-screen for stimulation assays; ATPlite luciferase biochemical, luminescence, 10 min; 0 = ATP-free wells, 1 = DMSO control; P08659; activation factor at 10 µM; AID 1027; 200,000 tested, under 10 active;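 active = luciferase activation factor, scaled between plate controls, of at least 2 with compound at 10 µM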
Target sequence (P08659 whole entry, looked up): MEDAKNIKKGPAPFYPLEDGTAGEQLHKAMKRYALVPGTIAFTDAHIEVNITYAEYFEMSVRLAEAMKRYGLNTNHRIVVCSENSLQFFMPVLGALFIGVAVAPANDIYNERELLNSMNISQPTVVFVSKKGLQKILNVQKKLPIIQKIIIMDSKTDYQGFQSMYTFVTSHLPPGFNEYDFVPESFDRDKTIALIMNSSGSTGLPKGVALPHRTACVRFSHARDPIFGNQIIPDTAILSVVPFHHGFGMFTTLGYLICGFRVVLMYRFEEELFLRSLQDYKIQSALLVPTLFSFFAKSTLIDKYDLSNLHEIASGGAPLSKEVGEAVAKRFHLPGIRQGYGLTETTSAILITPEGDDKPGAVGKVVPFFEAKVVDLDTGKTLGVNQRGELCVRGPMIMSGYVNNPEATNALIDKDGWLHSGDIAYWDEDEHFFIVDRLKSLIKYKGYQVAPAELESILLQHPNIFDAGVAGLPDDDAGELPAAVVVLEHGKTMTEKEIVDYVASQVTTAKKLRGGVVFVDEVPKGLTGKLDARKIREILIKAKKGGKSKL
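Assay system – cell-free luciferase reagent · Medium – PBS-based ATP solution · Dosing – test compounds dosed from 2 mM stocks in 100% DMSO · Timing – 10 min, room temperature · Technique – light output (luminescence) · Measure – luminescence gain marking luciferase activators · Controls – No-ATP low control, compound-free enzyme-plus-ATP high control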
PMI act hi M6P: activators of human phosphomannose isomerase at near-saturating mannose 6-phosphate. P34949. coupled PMI enzyme assay, resazurin fluorescence, 20 min; stronger effect = higher value; 1 = untreated enzyme, 0 = substrate-free blank. activation factor at 20 µM. 190,000 compounds, 0.34% hits. AID 1216;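 active = activation factor of 2 or more at 20 µM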
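Test system: human phosphomannose isomerase with PGI, G6PDH, diaphorase coupling enzymes / Doses: 20 µM compound, 1% DMSO / Times: enzyme reaction with compound 20 min at room temperature / Measured by: Diaphorase-driven resazurin-to-resorufin fluorescence, excitation 544, emission 590 nm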
NF-kB neuron act: compounds increasing NF-kB expression in human neuronal cells; fold change at 12.5 µM; AID 1239; 190,000 compounds, 1.6% hits; NF-kB reporter expression; stronger effect = higher value; in the data active = fold change above about 3.3
FLuc inh counter: inhibits firefly luciferase, flagging false hits in luciferase inhibition screens; 200,000 compounds, 1.5% hits; inhibition, % at 10 µM; P08659; AID 1006; ATPLite firefly luciferase biochemical luminescence, 10 min;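 active = inhibition above about 50% when tested at 10 µM, limit read from the data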
The depositor's hits bear a star.

Each structure is followed by: TNAP act hiacc	PMI act	bIAP act	APP 5'UTR act	TNAP inh hiacc	TNAP inh noacc	FLuc stim CS	PMI act hi M6P	NF-kB neuron act	FLuc inh counter
> Cc1ccc(NC(=O)CSc2nnc(CN3CCOCC3)n2-c2ccccc2)cc1
 : 1	1	1.1	6	-1	-10	1	1	1.2	-1
> Cc1cc(C)c2c(-n3cccc3)n[nH]c2n1
 : 1	1	0.9	4	-1	68*	1.1	1	1.5	-6
> CC(C)CC(=O)N1CCN(c2ccc([N+](=O)[O-])cc2Cl)CC1
 : 1	0.9	0.9	12	3	-11	1.1	1	0.97	-8
> O=C(NCc1ccco1)c1ccccc1-c1ccc(C(F)(F)F)cc1
 : 1	1	0.9	9	-3	-8	1	1	0.85	-1
> CC1CC(C)CN(CCCNC(=O)C2CCC(=O)N2C2CCCC2)C1 (configuration not stated)
 : 1	1.1	1	3	-4	2	1.1	1.1	1	-8
> CC(=NCCCn1ccnc1)C1=C(O)c2ccccc2C1=O
 : 1.1	1.1	1	0	-6	10	1	1	1.1	-2
> O=P(O)(O)c1ccccc1OCc1ccccc1
 : 1	1.1	0.8	-16	-1	15	1.1	1.1	1.2	-7
> CCCC(=O)Nc1ccc(-c2cnc(-c3ccc(NC(=O)CCC)cc3)nc2)cc1
 : 1	1	0.8	-1	1	-2	1.1	1.1	0.89	-10
> CCOc1ccc2[nH]cc(S(=O)(=O)c3ccc(Cl)cc3)c(=O)c2c1
 : 1	1	1	-3	0	-6	1	1	1	-4
> COc1ccc(-n2cnnc2SCC(=O)Nc2cc(C(C)(C)C)nn2-c2ccccc2)cc1
 : 1.1	0.9	1	22	-6	-9	1.1	1.1	1.1	-8
> Cc1ccccc1-c1nc(SCc2cccnc2)c2c(=O)n(C)c(=O)n(C)c2n1
 : 1	0.9	0.9	-6	0	-1	1	0.9	1.1	-3
> O=c1c(-c2ccc(O)cc2O)coc2cc(O)cc(O)c12
 : 1	0.9	0.9	8	-4	-7	0.9	0.9	1.2	6
> CCCc1nc2sc3c(=O)n(N)cnc3c2c2c1COC(C)(C)C2
 : 1	0.9	0.9	13	-3	4	1.1	1	1	-7
> CC(C)Cc1cc(C(=O)N2CCN(C(c3ccccc3)c3ccccc3)CC2)no1
 : 1.1	0.9	1	-21	-7	-11	1.1	0.9	1.2	-6
> COc1ccc(CC(=O)OCC(=O)Nc2ccc(Br)cc2)cc1
 : 0.9	1	1.1	1	5	-13	1	1	1.2	-2
> COc1cccc(-c2nc(-c3ccccc3)[nH]c(=O)c2C#N)c1
 : 1	1	1	-1	1	-11	1	1	0.99	-3
> NC(=O)CSc1nnc(-c2ccc3c(c2)OCO3)o1
 : 1	1	1.2	94	1	-12	0.8	1	2.4	22
> O=C1CC(NCc2ccc3c(c2)OCO3)C(=O)N1Cc1ccc2c(c1)OCO2 (configuration not stated)
 : 1	0.9	1	11	-3	-7	1	0.9	0.94	-4
> COc1ccccc1-c1c(C(F)(F)F)oc2cc(OC(=O)c3ccccc3[N+](=O)[O-])ccc2c1=O
 : 1	0.8	0.9	3	-1	-8	1	0.8	0.72	1
> COc1cccc(C(=O)Nc2cccc(C(=O)NCC(C)C)c2)c1
 : 1	0.9	1	2	-1	-20	1	0.9	0.97	4
> COc1cc(C(=O)Nc2ccc(N3CCOCC3)cc2)ccc1OCc1c(C)noc1C
 : 1	0.9	0.7	-2	-4	-20	1	0.9	1.2	-1
> CCOc1cc(C2NC(=S)NC(C)=C2C(=O)Nc2ccc(OC)cc2)ccc1O (configuration not stated)
 : 1	1.1	0.9	-10	-1	1	1.1	1	1.3	-7
> CCN(c1ccccc1)S(=O)(=O)c1ccc(Cl)c(C(=O)OCC(=O)NC(=O)C(C)C)c1
 : 1	1	1.1	28	-2	-5	1	0.8	1.2	-4
> CC1CN(C(=O)C(C)Sc2nc3ccccc3s2)CC(C)O1 (configuration not stated)
 : 1	1	1.1	18	-2	0	1	1	0.96	4
> COc1cc(OC)c(-c2nn3c(-c4ccco4)nnc3s2)cc1OC
 : 1	0.9	1	15	-4	-8	1	0.9	0.35	-4
> Clc1ccc(OCc2nnc(SCc3nc4ccccc4[nH]3)n2Cc2ccco2)cc1
 : 1	0.8	1	5	-4	-36	1.1	0.9	1	-8
> CC(=O)N1c2ccccc2NC2=C(C(=O)CC(C)(C)C2)C1c1cccn1C (configuration not stated)
 : 1	1	1	14	-1	-12	1	1	1.3	-4
> Nc1nc(NC(=O)c2cccc(S(=O)(=O)N3CCCCCC3)c2)nc(-c2ccccc2)n1
 : 1	1.1	0.7	2	0	11	1.1	1	0.82	-8
> COc1cccc(N/N=C(\C#N)S(=O)(=O)C(C)(C)C)c1
 : 1	1.2	0.9	-12	1	-8	1.1	1	0.89	-8
> O=c1[nH]c(=O)n(Cc2ccco2)c2c1C(C(F)(F)F)(C(F)(F)F)N=C(c1ccco1)N2
 : 1	1.1	0.9	-11	-3	-12	1.1	1.1	1.2	-8
> COc1ccc(C(=O)Nc2ccc(S(=O)(=O)NCc3ccco3)cc2)cc1OC
 : 1.1	1.1	1	0	-6	2	1.1	1	1.1	-11
> Cn1c(SCC(=O)Nc2ncc(C(F)(F)F)cc2Cl)nnc1-c1ccc(Cl)cc1
 : 1	1.1	0.9	-3	-2	6	1.1	1	1.1	-7
> O=C(N/N=C/c1ccc(Cl)cc1Cl)c1cccc(F)c1
 : 1	0.8	0.8	127	-1	-8	0.7	0.9	1.6	26
> Cc1ccc(-c2csc3nc(CSc4nnc(-c5ccc(Cl)cc5)n4C)[nH]c(=O)c23)cc1
 : 1	1	0.9	1	1	-18	1.1	1	0.92	-6
> O=C(O)CNC(=O)C1COc2ccccc2O1 (configuration not stated)
 : 1	1	0.9	1	-4	-12	1.1	1	1.4	-8
> CC[C@H](C)[C@H](NC(N)=O)C(=O)Nc1ccc(C)cc1
 : 1	0.9	0.8	6	-3	-8	1	1	1.3	-3
> COc1cccc(NC(=O)COC(=O)c2c3c(nc4ccccc24)CCC(C)C3)c1 (configuration not stated)
 : 1	0.8	0.9	17	-1	-4	1.1	0.9	0.31	-6
> CCc1ccc(N(C(=O)c2csnn2)C(C(=O)NC(C)(C)C)c2ccncc2)cc1 (configuration not stated)
 : 1	1.1	1	7	-2	3	1.1	1.1	1.3	-8
> CC(C)C(=O)Nc1ccccc1N1CCN(C(=O)c2ccccc2)CC1
 : 1	0.8	1.1	-14	-5	-12	0.9	0.8	0.92	6
> CCn1cc(C(=O)OC)c(=O)c2ccc(C)nc21
 : 1	0.9	0.9	-5	1	-10	1	0.9	0.98	-5

Some of these compounds in order of count of non-hydrogen atoms, lowest first.
Each structure is followed by: TNAP act hiacc	PMI act	bIAP act	APP 5'UTR act	TNAP inh hiacc	TNAP inh noacc	FLuc stim CS	PMI act hi M6P	NF-kB neuron act	FLuc inh counter
> NC(=O)CSc1nnc(-c2ccc3c(c2)OCO3)o1
 : 1	1	1.2	94	1	-12	0.8	1	2.4	22
> COc1cccc(-c2nc(-c3ccccc3)[nH]c(=O)c2C#N)c1
 : 1	1	1	-1	1	-11	1	1	0.99	-3
> CCCc1nc2sc3c(=O)n(N)cnc3c2c2c1COC(C)(C)C2
 : 1	0.9	0.9	13	-3	4	1.1	1	1	-7
> Cn1c(SCC(=O)Nc2ncc(C(F)(F)F)cc2Cl)nnc1-c1ccc(Cl)cc1
 : 1	1.1	0.9	-3	-2	6	1.1	1	1.1	-7
> COc1cccc(NC(=O)COC(=O)c2c3c(nc4ccccc24)CCC(C)C3)c1 (configuration not stated)
 : 1	0.8	0.9	17	-1	-4	1.1	0.9	0.31	-6
> CCN(c1ccccc1)S(=O)(=O)c1ccc(Cl)c(C(=O)OCC(=O)NC(=O)C(C)C)c1
 : 1	1	1.1	28	-2	-5	1	0.8	1.2	-4

More entries
Each structure is followed by: TNAP act hiacc	PMI act	bIAP act	APP 5'UTR act	TNAP inh hiacc	TNAP inh noacc	FLuc stim CS	PMI act hi M6P	NF-kB neuron act	FLuc inh counter
> O=C(Cn1cc2c(n1)CCCCC2)NCc1cccs1
 : 1	0.9	0.9	8	-3	-7	1	0.9	1.2	-3
> CCCCCOc1ccccc1C(=O)NCCCC(=O)O
 : 1.1	1	1	-9	-6	-12	1.1	0.9	0.93	-6
> O=C(c1ccc2c3c(cccc13)CC2)C1CCCN(Cc2ccccn2)C1 (configuration not stated)
 : 1.1	0.8	1.1	10	-5	0	1.1	0.8	1.4	-7
> CCc1ccc(NC(=O)c2noc3c2CCc2ccccc2-3)cc1
 : 1	1	0.5	1	-5	-19	1	1	2	-2
> COc1ccc(CCC(=O)N(C)CC(=O)Nc2ccc(N3CCOCC3)cc2)cc1
 : 1.1	1	0.9	2	-6	-15	1	1	1.1	-3
> NS(=O)(=O)c1ccc(CCNC(=O)CN2CCN(c3cccc(Cl)c3)CC2)cc1
 : 1	1	1.2	-1	0	-2	1.1	1	1.2	-8
> Cc1ccc(C(=O)NCC(=O)OCC(=O)c2c(N)n(C)c(=O)n(C)c2=O)s1
 : 1.1	1.1	0.9	-6	-8	-10	1.1	1.1	0.95	-8
> CCc1ccc(OCC(=O)N/N=C(\C)c2ccc3c(c2)OCCO3)cc1
 : 1	0.9	0.9	-2	-4	-4	1	0.9	1.3	1

Hits appear at their usual frequency. About 3.6% of those tested had a hit in this group.
